Polio RdRp inh: inhibitors of poliovirus RNA polymerase binding and polymerization. poliovirus polymerase elongation, fluorescence polarization; active compounds read low. AID 588519. 150,000 tested, 0.66% active. % elongation, % (compound at 16.7 µg/mL). P03300; in the data active means % elongation below about 90%; further: some results filed as inactive read as strong as hits
Target sequence (P03300 1749-2209 limits assumed): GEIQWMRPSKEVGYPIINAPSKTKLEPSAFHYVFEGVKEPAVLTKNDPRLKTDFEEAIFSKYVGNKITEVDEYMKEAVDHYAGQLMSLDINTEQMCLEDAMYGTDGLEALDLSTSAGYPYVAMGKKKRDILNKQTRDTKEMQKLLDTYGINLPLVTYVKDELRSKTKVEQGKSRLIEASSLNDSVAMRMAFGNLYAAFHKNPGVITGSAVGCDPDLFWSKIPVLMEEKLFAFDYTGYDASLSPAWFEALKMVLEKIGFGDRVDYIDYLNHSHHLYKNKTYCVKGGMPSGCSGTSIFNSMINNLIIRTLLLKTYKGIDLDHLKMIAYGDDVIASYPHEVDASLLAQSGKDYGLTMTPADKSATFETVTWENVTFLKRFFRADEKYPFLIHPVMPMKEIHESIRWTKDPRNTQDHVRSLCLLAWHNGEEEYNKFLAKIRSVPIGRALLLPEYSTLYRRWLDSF
Polio RdRp inh FP z-score: second read-out of Polio RdRp inh, no call of its own (marks repeat the call); z-score; measured here: FP z-score; hits read low
An asterisk follows results filed as active. Some of the compounds tested (hit frequency here may not be typical).

Start of the data: the first 2 entries, ahead of the listing:
Order of results – Polio RdRp inh | Polio RdRp inh FP z-score
COC(=O)CC1(C(=O)OC)Oc2ccc(Br)cc2C(=O)N1c1ccc(F)cc1F (stereo not given)
  102 | -0.1
CCOC(=O)c1cccc(NC(=O)CCc2ccccc2)c1
  104 | 0

The whole of this part, repeating the preview:
Order of results – Polio RdRp inh | Polio RdRp inh FP z-score
COC(=O)CC1(C(=O)OC)Oc2ccc(Br)cc2C(=O)N1c1ccc(F)cc1F (stereo not given)
  102 | -0.1
CCOC(=O)c1cccc(NC(=O)CCc2ccccc2)c1
  104 | 0
Cc1cc(Cl)ccc1OCC(=O)N(Cc1ccc(N(C)C)cc1)C1CCS(=O)(=O)C1 (stereo not given)
  103 | -0.6
O=C1c2ccccc2-c2nc(-c3ccccc3)cc3cccc1c23
  101 | 0.1
COc1ccc(C2c3cc4c(cc3OC(C)(N3CCCC3)C2C)OCO4)cc1 (stereo not given)
  115 | 0.9
CCCCN(Cc1ccco1)S(=O)(=O)c1c[nH]c(C(=O)OC)c1
  102 | 0.4
Cc1nc2sccn2c1/C=N/NC(=O)C12CC3CC(CC(C3)C1)C2
  104 | 0.4
Cc1ccccc1Cn1c(-c2cccs2)noc1=O
  102 | 0.3
CCn1c(SCc2cc(=O)oc3cc(O)ccc23)nc2ccccc21
  109 | 0.8
Cc1ccc(S(=O)(=O)c2nc(C(C)(C)C)oc2N2CCOCC2)cc1
  100 | -0.3

Further results
Order of results – Polio RdRp inh | Polio RdRp inh FP z-score
CCOc1ccc(CNC(=O)CN2N=C(c3ccccc3)CCC2=O)cc1OC
  104 | -1.5
Cc1cc(NC(=O)NN2CCOCC2)nn1-c1c(Cl)cc(Cl)cc1Cl
  101 | -0.2
COc1cc2c(cc1OC)C(COc1cccc(C(F)(F)F)c1)N(C(=O)c1ccc(S(=O)(=O)N3CCCC3)cc1)CC2 (stereo not given)
  111 | 0.7
CCOc1ccc(-n2c(SCC(N)=O)nc3ccccc3c2=O)cc1
  106 | 0.4
CCC(=O)ONc1nc(C)cc(C)n1
  98 | -0.8
Cc1ccc(CNC(=O)c2cc3c(=O)n(Cc4ccco4)ccc3nc2C)cc1
  103 | -0.7
Cc1cc(-c2ccc(C)c(S(=O)(=O)N(CC(C)C)CC(C)C)c2)on1
  100 | -0.8
Oc1cccc(C=Nc2ccc(N3CCCCC3)cc2)c1O
  104 | 0.8
COc1ccc(Cn2c(C(=O)O)c(CNC3CCC(C)CC3)c3ccc(C)cc32)cc1 (stereo not given)
  106 | -0.5
Cc1c(C(=O)O)sc(=S)n1CCOc1ccccc1
  99 | -0.5

Compound profiles, as listed above.
Cc1c(C(=O)O)sc(=S)n1CCOc1ccccc1 is listed as Polio RdRp inh = 99; Polio RdRp inh FP z-score = -0.5
CCCCN(Cc1ccco1)S(=O)(=O)c1c[nH]c(C(=O)OC)c1 is listed as Polio RdRp inh = 102; Polio RdRp inh FP z-score = 0.4
CCOc1ccc(-n2c(SCC(N)=O)nc3ccccc3c2=O)cc1 is listed as Polio RdRp inh = 106; Polio RdRp inh FP z-score = 0.4

Next part:
Order of results – Polio RdRp inh | Polio RdRp inh FP z-score
CCN(CC)S(=O)(=O)c1ccc(-c2cn3ccccc3n2)cc1
  101 | 0.1
O=C(c1noc2c1CCc1sccc1-2)N1CCCCC1
  101 | -0.1
O=C1CCC(=O)N1N1C(=O)c2ccccc2C1=O
  100 | 0.1
O=C(Nc1cccnc1)c1cc(-c2ccc(Cl)cc2)on1
  105 | 0.2
COC(=O)CC1Oc2ccc(C)cc2-n2cc(-c3ccc(F)cc3)nc21 (stereo not given)
  107 | 0.8
CC1=CC(C)(C)C(C(=O)O)C(C(=O)O)C1 (stereo not given)
  103 | 0
C#CCOC(=O)Nc1ccc(Oc2ccc(Cl)cc2)nc1
  104 | 0.4
CCOc1ccccc1NC(=O)c1nc2nc(C)cc(C(F)F)n2n1
  106 | 0.6
CC(C)(C)C(=O)N1CCC(C(=O)NCc2ccco2)CC1
  101 | -0.2
COc1ccccc1N(C)S(=O)(=O)c1ccc(C(=O)N=c2c3cnn(-c4ccccc4)c3nc3n2CCCCC3)cc1
  99 | 0

Further results follow:
Order of results – Polio RdRp inh | Polio RdRp inh FP z-score
Cn1c(=O)[nH]c(=O)c2cc(C(=O)c3cc(F)ccc3O)cnc21
  103 | 0.2
O=C(OCc1cc(=O)oc2cc(O)ccc12)c1ccc(Br)o1
  100 | -0.6
Cc1cc(=O)[nH]n(-c2ccccc2)c1=O
  104 | 0.9
CC1CCN(C(=O)Nc2ccccc2C(F)(F)F)CC1
  103 | 0.1
CCN(C(=O)CN1C(=O)COc2ccc(S(=O)(=O)N3CCOCC3)cc21)c1cccc(C)c1
  115 | 0
COc1ccc(C(=O)N(c2ccccc2)C2C=CS(=O)(=O)C2)cc1 (stereo not given)
  101 | 0.5
CCCCNc1oc(-c2ccc(COc3ccc(OC)cc3)o2)nc1C#N
  102 | -1.1
CCN(C(=O)CSc1nc2ccccc2n1Cc1ccc(C(=O)OC)cc1)c1ccccc1
  106 | 0.1
COCCn1c(=O)[nH]c2cc(C(=O)Nc3cccc(C(C)=O)c3)ccc2c1=O
  100 | -1.4
COc1ccc(Cl)cc1NC(=O)Cn1nnc2sc(-c3ccccc3)cc2c1=O
  116 | 1.4

(more compounds)
Order of results – Polio RdRp inh | Polio RdRp inh FP z-score
COc1ccc(C)cc1-n1nnnc1Sc1nnnn1-c1ccccc1
  105 | 0.5
CC1=CCC2C(=O)N(c3cccc(C(F)(F)F)c3)C(=O)C2C1 (stereo not given)
  101 | -0.2
O=C(O)c1ccc(C(=O)c2cc(C(=O)O)ccc2C(=O)O)cc1
  98 | -1
CS(=O)(=O)N1CCCc2cc(C(=O)CSc3nnc(CN4CCCC4=O)o3)ccc21
  108 | 1
CCOC(=O)c1c(NC(=O)c2ccc(S(=O)(=O)N3CCCC(C)C3)cc2)sc2c1CC(C)(C)NC2(C)C (stereo not given)
  102 | -0.8
Cc1ccc(-c2nc(CN3C(=O)CN=C(c4ccccc4)c4cc(Cl)ccc43)c(C)o2)cc1
  112 | 0.9
COc1cc2oc(=O)c(CC(=O)N3CCCCC3)c(C)c2cc1Cl
  109 | 0.5
O=C(CCCSc1nc(-c2ccco2)cc(C(F)(F)F)n1)Nn1cnnc1
  103 | 0.4
CCC(=O)Nc1ccccc1C(=O)NCC1CCCO1 (stereo not given)
  104 | 0.9
COc1ccc2c(c1)c1c(c(=O)n(-c3ccccc3C)c(=O)n1CC(=O)N1CCCC1)n2C
  101 | -1.5

(further entries)
Order of results – Polio RdRp inh | Polio RdRp inh FP z-score
O=C(CCNS(=O)(=O)c1ccc2c(c1)CCN2C(=O)C1CC1)N1CCN(c2cccc(Cl)c2)CC1
  102 | -1.2
COc1c(Cl)cccc1-c1cn2ccc(C)cc2n1
  103 | -0.2
N#Cc1cccc(NC(=O)C2CCN(c3nc(-c4ccc(Cl)cc4)no3)CC2)c1
  113 | 1.2
CCCCn1cc(S(=O)(=O)c2cc(C)ccc2C)c(=O)c2cc(F)c(F)cc21
  104 | 0.1
O=C(O)C1(S(=O)(=O)c2ccc(Br)cc2)CCCC1
  104 | 0.4
CCCN(CCC)CCNC(=O)c1cc(Sc2ccc(Cl)cc2)nc2ccccc12
  111 | 0.4
Cc1ccc(-n2c(=O)c3c4c(sc3n(Cc3cccc(Cl)c3)c2=O)CCC4)cc1C
  103 | -0.5
C=C(C)CSc1nc2c(C)cccc2[nH]1
  102 | 0.3
N#Cc1nc2ccccc2[nH]1
  104 | 0.9
CCOc1ccc(NC(=O)CSc2oc(-c3cccs3)nc2S(=O)(=O)c2ccc(Cl)cc2)cc1
  106 | 0.3

New compounds follow:
Order of results – Polio RdRp inh | Polio RdRp inh FP z-score
O=C(Cn1cnc2c(nnn2Cc2ccc(Cl)cc2)c1=O)N1CCCc2ccccc21
  101 | -0.1
Cc1cc(C)nc(SCC(=O)c2ccc(O)cc2O)n1
  104 | 0.5
CC1Cc2ccccc2N1S(=O)(=O)c1cccc(C(=O)NCc2ccco2)c1 (stereo not given)
  104 | 0.2
COc1ccc(N2CCN(C(c3cccs3)C(C)NC(=O)c3ccccc3OC)CC2)cc1 (stereo not given)
  102 | -0.2
CC1(C)O[C@@H]2[C@@H](CO[C@@]3(COS(N)(=O)=O)OC(C)(C)O[C@@H]23)O1
  101 | 0.2
CN(C)S(=O)(=O)c1ccc(=O)n(CC(=O)Nc2ccc3[nH]c(=O)[nH]c3c2)c1
  100 | -0.4
Nc1cc(=O)nc(SCC(=O)Nc2cccc(Cl)c2)n1CCc1ccccc1
  108 | 0.8
CC(C)C(=O)Nc1cccc(NC2=NS(=O)(=O)c3ccccc32)c1
  111 | 0.7
CC1(C)Cc2c(c(N3CCOCC3)nc3sc(C(=O)Nc4ccc(Cl)cc4)c(N)c23)CO1
  109 | 1.1
COc1ccc(Cl)cc1NC(=O)c1c(NCc2cccs2)sc2c1CCC(C)C2 (stereo not given)
  98 | -0.9

Next section.
Order of results – Polio RdRp inh | Polio RdRp inh FP z-score
Cc1nc(N2CCCC2)c2c(C(=O)Nc3cccc(C)c3C)c(C)oc2n1
  102 | -0.8
O=C1c2ccccc2N(Cc2ccc(Cl)cc2)C2=NCCN12
  105 | 1.1
CCOC(=O)c1ccccc1NC(=O)c1sc2nc(-c3ccc(F)cc3)cn2c1C
  102 | -1.1
Cc1oc(C(C)(C)C)c(CN2CCOCC2)c1C(=O)O
  101 | -0.2
CCNCC(=O)Nc1ccc(S(N)(=O)=O)cc1
  109 | 1.1
Cc1ccc(Cn2c(=O)n(Cc3ccccc3)c(=O)c3c4c(sc32)CCC4)cc1
  99 | -0.6
Cc1cccc(Cc2c(C)nc3nc(SCC(=O)NCc4ccc(F)cc4)nn3c2C)c1
  99 | -1.9
COc1ccccc1NC(=O)COC(=O)c1ccccc1Br
  103 | 0.5
O=C(COC(=O)c1ccc[nH]c1=O)NCC12CC3CC(CC(C3)C1)C2
  104 | 0.3
CC(C(=O)OCC(=O)c1ccccc1)N1C(=O)C2C3C=CC(C3)C2C1=O (stereo not given)
  104 | 0.8

(list continues)
Order of results – Polio RdRp inh | Polio RdRp inh FP z-score
CCc1nn(CC(=O)N2CCC(C(N)=O)CC2)c(=O)c2cc3sccc3n12
  102 | -0.7
O=C(CCc1nc2cccnc2n1Cc1cccs1)NCc1ccc2c(c1)OCO2
  101 | 0.3
COc1ccc(Cl)cc1-n1c(SCc2ccccc2F)nnc1-c1cc2occc2n1C
  102 | 0.3
COC(=O)c1cc2oc(C)cc2n1Cc1ccccc1Cl
  110 | 1.1
CC(C)(C)CC(=O)NCc1nc(-c2ccccc2)no1
  104 | 0.4
COc1ccc(NC(=O)c2sc3nc4n(c(=O)c3c2C)CCC4)c(OC)c1
  98 | -1.6
COc1ccccc1CNC(=O)Cn1cccc1
  102 | 0.1
COc1ccc(OC)c(CCNC(=O)c2cc3c(=O)n(C)c4ccccc4c3n2C)c1
  109 | 0.6
CCCc1nc(=S)[nH][nH]1
  101 | -0.1
CC(C)(C)C(=O)CSc1nnc(Cc2ccccc2F)n1N
  106 | 0.4

Continued:
Order of results – Polio RdRp inh | Polio RdRp inh FP z-score
CCN(CCCNC(=O)Cn1ncc2c3ccccc3n(C)c2c1=O)c1cccc(C)c1
  109 | 0.1
Cc1noc(C)c1COc1ccc2c(C)cc(=O)oc2c1
  102 | 0.1
NNC(=S)Nc1ccccc1Cl
  107 | 0.5
COc1ccccc1-n1cnnc1SCc1cccc(Cl)c1
  99 | -0.5
COc1ccc(C)cc1NC(=O)Cn1cc(S(=O)(=O)N2CCC(C)CC2)c2ccccc2c1=O
  109 | 0.2
Fc1ccc2c(c1)CN(c1ccccc1F)CO2
  102 | 0.1
CCOC(=O)c1c(C)[nH]c(C)c1S(=O)(=O)N1CCC(C(=O)N2CCN(c3ccc(F)cc3)CC2)CC1
  102 | -0.6
CCN1CCN(CC(c2ccccc2)c2ccccc2)CC1
  102 | 0.8
NC(=S)c1sccc1CS(=O)c1ccc(Cl)cc1 (stereo not given)
  107 | 0.6
COC(=O)NC1CSCC1OC(=O)CCCN1C(=O)c2ccccc2C1=O (stereo not given)
  108 | 0.4

Following part
Order of results – Polio RdRp inh | Polio RdRp inh FP z-score
CC(C)c1nn2c(=O)cc(COC(=O)c3ccc(NC(=O)c4ccccc4Cl)cc3)nc2s1
  113 | 1.5
COc1cc(OC)c(NC(=O)C2=C(C)C(=O)OC23CCN(C(C)C)CC3)cc1Cl
  101 | -0.3
CC(=O)Nc1ccc(Nc2nc3c(S(=O)(=O)c4ccc(C)c(C)c4)nnn3c3ccccc23)cc1
  99 | -1.3
Cc1sc2ncn(CC(=O)N(C)Cc3ccccc3)c(=O)c2c1S(=O)(=O)N1CCN(c2ncccn2)CC1
  97 | -0.9
CCN(CC)S(=O)(=O)c1cccc(C(=O)N2CC(O)CC2C(=O)O)c1 (stereo not given)
  99 | -0.3
O=C1COc2ccc(C(=O)NC3CC3)cc2N1
  101 | -0.2
O=c1n(-c2ccccc2)c(=O)n2n1C1CCC2C1
  109 | 1
Cc1ncoc1C(=O)Nc1ccc(C(N)=O)cc1
  101 | 0
CCOc1ccccc1N(CC)C(=O)C1CCCN(c2ncnc3c2nc2n3CCCCC2)C1 (stereo not given)
  101 | -0.3
N#CCOC(=O)C1CSC2(c3ccc(Br)cc3)CCC(=O)N12 (stereo not given)
  107 | 0.9

Next compounds:
Order of results – Polio RdRp inh | Polio RdRp inh FP z-score
Cc1ccc(-c2noc(-c3ccc(N4CCC(C)CC4)c([N+](=O)[O-])c3)n2)cc1
  108 | 0.1
Cn1c(CNc2nc(-c3ccccc3)cs2)nnc1SCC(=O)c1ccccc1
  104 | 0.6
CCCC(C(=O)Nc1cc(C)c(Cl)cc1OC)N1Cc2ccccc2C1=O (stereo not given)
  110 | 0.6
CC1(C)CNC(=S)NC1
  94 | -0.8
CC(C)(C)n1nc(-c2ccc3c(c2)OCCO3)c2ccccc2c1=O
  103 | 0
COc1cc(C(c2c(C)[nH][nH]c2=O)c2c(C)[nH][nH]c2=O)ccc1OC(=O)c1ccccc1OC
  114 | 0.5
